# aSyn yeast inh: inhibitors of alpha-synuclein toxicity in yeast. Potency, µM (highest dose often 46.1 µM), for the others: at the top dose growth rescue (activation), actives largely listed as activators. Yeast expressing alpha-synuclein, growth rescue, BacTiter-Glo, 24 h. hit rate 0.14% among 370,000; further: % of control where 0% means no effect; nearly all actives have a fitted effect of over 65% in size
#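 Screening used galactose-induced yeast with toxic alpha-synuclein levels, exposed to compound for 24 hr at 30 deg C. Cell growth, read with BacTiter-Glo luminescence, gave the measured signal.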
# FUS yeast rescue: suppressors of FUS proteinopathy in yeast; S. cerevisiae FUS-expressing, growth rescue, OD600, 24 h; Potency, µM (doses to about 76.6 µM), for inactives: at the highest dose growth rescue (activation), usual class: activators; hit rate 0.24% among 390,000;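 further: plate controls were DMSO vehicle for no effect and reference control for full effect; nearly all actives have a fitted effect of over 55% in size; some results filed as inactive show a strong effect at the top dose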
#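 S. cerevisiae expressing FUS from galactose induction served as the toxicity model. Growth after 24hr at 30C, read as absorbance at 600 nm, indicates suppression of toxicity; compounds dosed at several concentrations.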
# PTHR1 agonist: activates the human parathyroid hormone receptor PTHR1; Potency, µM (doses to about 115 µM), for inactives: at the top dose activation, usual class: activators; Q03431; AID 743266; HEK293 GP2 PTHR1 cells, GloSensor cAMP luminescence, 1 h; hit rate 0.075% among 410,000; further: nearly all actives have a fitted effect of over 55% in size; some results filed as inactive show a strong effect at the top dose; inactives centre near -15; many of its hits are not listed in these tables
#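 HEK-293-derived GP2 cells expressing PTHR1 and a GloSensor cAMP reporter, 3,000/well, plated overnight, given luciferin plus IBMX (each 0.5 mM as added) for 1 h at 37 °C, then compound for 1 h at 37 °C. Luminescence was read after 15 min at room temperature.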
# EPAC2 ag: activates human EPAC2 exchange factor | Q8WZA2 | EPAC2 activation, biochemical qHTS; response scale: 100% = 6.5 mM cAMP response | Potency, µM (highest dose often 154 µM), inactives show at the highest dose activation, hits mostly activators | hit rate 0.079% among 360,000 | AID 720711; further: nearly all actives have a fitted effect of over 50% in size
#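 Guanine nucleotide exchange by EPAC2 is measured as reduced fluorescence of BODIPY-GDP once it is released from 250 nM Rap1B. Plates are read kinetically for 30 min at room temperature; results are scaled to 6.5 mM cAMP.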
# TDP-43 yeast inh: TDP-43 toxicity inhibition in yeast. Potency, µM (doses to about 46.1 µM), inactives show at the highest dose growth rescue (activation), actives largely listed as activators. hit rate 1.8% among 410,000. TDP-43 expressing yeast growth rescue, BacTiter-Glo, 24 h; further: % of control where 0% means no effect; nearly all actives have a fitted effect of over 50% in size
#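 Readout is BacTiter-Glo luminescence of cell growth, so inhibitors register as activators. TDP-43-expressing yeast at OD600=0.02 in galactose medium, after raffinose pregrowth to mid-log, were incubated with compound for 24 hr at 30 deg C.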
# EPAC1 agonist: activates human EPAC1 exchange factor. EPAC1 agonist qHTS, biochemical assay; response scale: 100% = response to 6.5 mM cAMP. Potency, µM (top dose mostly 154 µM), for the others: at the highest dose activation, actives largely listed as activators. hit rate 0.073% among 360,000; further: nearly all actives have a fitted effect of over 60% in size
# Target sequence (O95398 whole entry, looked up): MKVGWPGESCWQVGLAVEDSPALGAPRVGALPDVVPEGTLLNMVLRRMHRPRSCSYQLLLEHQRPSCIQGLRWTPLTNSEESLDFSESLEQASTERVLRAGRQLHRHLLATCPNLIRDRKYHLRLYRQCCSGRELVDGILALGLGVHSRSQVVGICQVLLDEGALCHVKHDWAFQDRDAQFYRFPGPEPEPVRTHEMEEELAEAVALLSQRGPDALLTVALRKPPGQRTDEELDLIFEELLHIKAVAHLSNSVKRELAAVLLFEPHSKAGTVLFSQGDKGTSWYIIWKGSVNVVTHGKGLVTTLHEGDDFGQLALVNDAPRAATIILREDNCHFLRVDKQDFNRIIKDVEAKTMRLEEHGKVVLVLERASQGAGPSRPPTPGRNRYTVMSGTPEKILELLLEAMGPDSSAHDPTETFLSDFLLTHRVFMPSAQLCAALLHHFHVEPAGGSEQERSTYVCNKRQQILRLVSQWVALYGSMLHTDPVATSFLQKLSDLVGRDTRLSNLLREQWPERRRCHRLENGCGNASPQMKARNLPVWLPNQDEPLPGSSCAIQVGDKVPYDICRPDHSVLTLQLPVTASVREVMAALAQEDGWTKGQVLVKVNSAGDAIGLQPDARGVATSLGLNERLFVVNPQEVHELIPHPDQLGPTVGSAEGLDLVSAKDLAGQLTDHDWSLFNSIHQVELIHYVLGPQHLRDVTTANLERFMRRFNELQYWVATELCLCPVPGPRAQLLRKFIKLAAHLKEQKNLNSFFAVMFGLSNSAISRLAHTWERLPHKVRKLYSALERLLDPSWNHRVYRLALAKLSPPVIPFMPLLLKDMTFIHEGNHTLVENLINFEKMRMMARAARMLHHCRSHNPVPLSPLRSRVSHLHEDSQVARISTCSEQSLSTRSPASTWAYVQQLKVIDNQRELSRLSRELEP
#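 Read-out is the fluorescence drop as BODIPY-GDP leaves Rap1B (480 nm excitation, 540 nm emission), recorded every 5 minutes over 30 minutes. Reactions held 100 nM EPAC1, 250 nM Rap1B–BODIPY-GDP and 50 uM GDP, with 6.5 mM cAMP setting full activation.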
# EPAC2 antagonist: antagonists of human EPAC2. EPAC2 GEF exchange of Rap1B-BODIPY-GDP, fluorescence. Potency, µM (highest dose often 114 µM), for inactives: top-dose activity, negative = inhibition, actives largely listed as inhibitors. hit rate 0.18% among 360,000; further: on the % scale 0 is the no-effect control and ±100 the full control effect; nearly all actives have a fitted effect of over 45% in size; many of its hits are not listed in these tables
# EPAC1 antag: blocks human EPAC1 exchange factor; Potency, µM (series often up to 115 µM), without a hit: at the highest dose activity change, negative = inhibition, usual class: inhibitors; O95398; hit rate 0.14% among 360,000; EPAC1 GEF assay, Rap1b-BODIPY-GDP exchange fluorescence;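 further: plate controls were vehicle for no effect and positive control for full effect; nearly all actives have a fitted effect of over 50% in size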
# Starred values were filed as active, the others as inactive; i = inactive; ? = inconclusive; nt = not tested or not shown; [ ] = remark or other dose. The call rests on the fitted dose curve; in most records, active means well fitted curve in the direction sought with a large enough effect; inconclusive means small, poorly fitted or top-dose-only effect, or another doubt; inactive means no such curve, though single readings can be large; an effect the other way counts as inactive or inconclusive. Potency means the concentration at half of the fitted maximal effect.
entry	SMILES	EPAC2 ag	EPAC1 agonist	PTHR1 agonist	TDP-43 yeast inh	EPAC1 antag	aSyn yeast inh	FUS yeast rescue	EPAC2 antagonist
1	CCOC(=O)[C@]12CCC=C1N(Cc1ccc(Cl)cc1Cl)C(=O)[C@H](CC(=O)NCCc1ccccc1OC)C2	5%	2%	i	0%	-22%	3%	43%	1%
2	Cc1ccc(Cn2c(=O)sc3ccccc3c2=O)cc1	14%	9%	i	-5%	0%	2%	-12%	-1%
3	COc1ccccc1NS(=O)(=O)c1cc(NC(=O)CCc2nc3ccccc3c(=O)[nH]2)ccc1C	9%	-4%	-43%[inhibitor]	10%	0%	0%	?	3%
4	CCc1ccc(CN(C)C(=O)C2CCC(=O)N(CC3CCCCC3)C2)cc1 (configuration not stated)	17%	-18%	i	-9%	-2%	2%	?	17%
5	Cc1cc(O)c2c(c1)CC1C3CCC4CC(=O)CCC4(C)C3CC(=O)C21C (configuration not stated)	-3%	10%	-14%	12%	-14%	11%	-7%	?
6	Cc1nc2sc(C(c3ccc(Cl)cc3)N3CCN(c4ccccc4F)CC3)c(O)n2n1 (configuration not stated)	-4%	6%	i	2%	-9%	8%	?	-5%
7	Cc1ccc(-c2csc(N(CCCN3CCOCC3)C(=O)c3ccco3)n2)cc1	18%	22%	-20%	-17%	-4%	-5%	1%	-4%
8	CCN1CCN(Cc2c(O)ccc3c2O/C(=C\C=C\c2ccccc2)C3=O)CC1	?	100µM*	-23%	1%	47%[activator]	3%	nt	56%[activator]
9	COc1ccccc1-n1cnnc1SCC(=O)Nc1cccnc1Cl	-2%	-3%	i	-5%	11%	-2%	0%	5%
10	O=C(c1ccc2c3c(cccc13)C(=O)N(O)C2=O)N1CCCCC1	6%	0%	-2%[57.5 µM]	11%	-15%	6%	-22%	-4%
11	Cc1ccccc1N1C(=O)C2ON(c3ccccc3)C(c3ccco3)C2C1=O (configuration not stated)	20%	7%	i	19%	-13%	14%	12%	14%
12	CCC(c1nnnn1Cc1ccco1)N(CCN1CCOCC1)Cc1cc2cc(C)ccc2[nH]c1=O (configuration not stated)	-2%	-5%	-2%	6%	6%	-7%	29%	6%
13	O=C(O)CSc1nc2ccc(Br)cc2[nH]1	7%	4%	-8%	-7%	-2%	-2%	2%	-8%
14	Cc1cccc(NS(=O)(=O)c2ccc3[nH]c(=O)cc(C(=O)OC(C)C(=O)Nc4ccc([N+](=O)[O-])cc4)c3c2)c1 (configuration not stated)	9%	-5%	i	10%	-1%	-1%	?	-13%
15	COc1ccccc1N1CCN(c2ccc(-c3ccccc3)nn2)CC1	0%	-5%	-1%	9%	6%	-5%	nt	17%
16	C[C@@H]1CCCCO[C@@H](CN(C)Cc2ccc(Cl)c(Cl)c2)[C@@H](C)CN([C@H](C)CO)C(=O)c2cc(NC(=O)CCC(F)(F)F)ccc2O1	-6%	-15%	i	3%	-14%	0%	26%	-9%
17	CC(C)(O)C#Cc1ccc(C(=O)N2CCN(c3ccc(Cl)cc3)CC2)cc1	2%	-9%	-20%	?	-15%	4%	20%	-3%
18	COc1ccc(C2Nc3ccccc3C(=O)N2Cc2ccco2)cc1COc1ccccc1F (configuration not stated)	-9%	19%	-7%[57.5 µM]	-3%	0%	-2%	19%	-3%
19	O=C(CSc1nnc(C2COc3ccccc3O2)o1)N1CCCc2ccccc21 (configuration not stated)	7%	11%	i	13%	0%	16%	34%	-3%
20	O=C(C1CC1)N1CCc2cc(Br)cc(S(=O)(=O)N3CCN(c4ccccn4)CC3)c21	13%	13%	i	-2%	-20%	-1%	29%	3%
21	COc1cc(/C=C2/SC(=S)N(Cc3ccccc3)C2=O)cc(OC)c1O	-1%	3%	-8%	-45%[inhibitor]	-14%	-16%	?	0%
22	O=C(O)CCc1nn2cnc3sc4c(c3c2nc1=O)CCCC4	2%	7%	-13%[57.5 µM]	-19%	6%	0%	14%	-2%
23	c1nc(C2CCCCC2)cc2cc3c(cc12)OCO3	22%	-1%	i	21%	0%	0%	-29%	-28%
24	O=C(O[C@H]1[C@H](Cc2ccccc2)NS(=O)(=O)[C@H]2C[C@@H]3C=C[C@]12O3)c1ccc([N+](=O)[O-])cc1	7%	-1%	-34%[inhibitor]	5%	1%	9%	?	-8%
25	CCOc1cc(C(=O)OCC(=O)NC(C)c2ccccc2)ccc1OCC(=O)N1CCOCC1 (configuration not stated)	-2%	-4%	i	-10%[9.22 µM]	9%	-1%	5%	-2%
26	O=C(CN1CCN(C(=O)c2ccco2)CC1)N1CCc2[nH]c3ccccc3c2C1	9%	12%	-13%	-9%	10%	0%	8%	-11%
27	Cc1ccc(-c2nc(-c3nccc4ccccc34)oc2-c2ccccc2)cc1	9%	11%	-74%[inhibitor]	-15%	3%	10%	-18%	8%
28	CC(C)Oc1ccc(C(=O)NCc2cccnc2)cc1	11%	11%	i	23%	0%	-3%	21%	-1%
29	COc1ccc(CN(C(=O)c2snc(C(N)=O)c2N)C(C)C(=O)NCc2ccc(F)cc2)cc1 (configuration not stated)	0%	-7%	-14%	-24%	-10%	8%	-6%	7%
30	CCN(CC(=O)Nc1ccc2c(c1)OCCO2)Cc1cc(=O)oc2cc(C)c(C)cc12	1%	5%	i	-3%	-1%	2%	39%	7%
31	O=C(NCCc1nc2ccccc2[nH]1)/C(=C/c1ccc(F)cc1)NC(=O)c1ccco1	3%	3%	i	-2%	-29%	-7%	8%	-9%
32	O=C(CCC(=O)Nc1nnc(C2CCCCC2)s1)NCc1ccccc1	11%	1%	i	-8%	0%	0%	5%	7%
33	O=c1c(-c2n[nH]c(=S)n2-c2ccccc2)cccn1Cc1cccc(Cl)c1	3%	7%	-1%	10%	-5%	-2%	11%	-1%
34	O=C(O)c1ccc(-n2ncc3c2/C(=C/c2cccc([N+](=O)[O-])c2)CC3)cc1	6%	-15%	-87%[inhibitor]	4%	-19%	5%	-14%	-20%
35	CCCCCn1nc(C(=O)OCc2nnc(-c3ccccc3)o2)c2ccccc2c1=O	2%	2%	i	-5%	-12%	2%	4%	-10%
36	CCCNC(=O)c1ccc(C)c(NC(=O)C2=C(C)OCCS2)c1	10%	9%	i	-3%	4%	-1%	-14%	0%
37	Cc1ccc2oc(C(=O)N(CCO)Cc3ccccc3)c(C)c2c1	3%	-2%	-4%	-1%	-2%	9%	23%	-18%
38	Cc1ccc(S(=O)(=O)N(C)CC(=O)NC2CCCC2)cc1	2%	3%	i	-4%	9%	-5%	1%	22%
39	CC1CCCc2sc3nc(N4CCN(CCO)CC4)n4ncnc4c3c21 (configuration not stated)	1%	8%	i	15%	-3%	-8%	14%	-7%
40	COC(=O)c1ccc(NC(=O)NCCCl)cc1	5%	8%	-13%	2%[9.22 µM]	4%	1%	-1%	2%
41	CC(Oc1ccccc1)c1nnc(SCC(=O)NC2CC2)n1C (configuration not stated)	-1%	-6%	i	8%	-13%	0%	11%	3%
42	COc1ccc(NC(=O)C(CC(=O)O)Cc2ccc(Cl)cc2)cc1 (configuration not stated)	-1%	11%	i	14%	0%	0%	-7%	7%
43	CCOCCOc1cccc(C(=O)NC(c2ccccc2)c2ccccc2)c1	-4%	-9%	-11%	-15%	-9%	3%	1%	6%
44	O=C(N/N=C/c1ccc(OC(F)F)cc1OC(F)F)NC1CCCCC1	-8%	10%	-10%	-10%	-19%	7%	27%	?
45	CCCc1cc(=O)n2[nH]c(C)c(-c3ccc(OC)cc3)c2n1	8%	-4%	-12%	12%	-28%	2%	1%	-5%
46	CC(CCN1CCC(n2nccc2NC(=O)c2ccccc2Cl)CC1)c1ccccc1 (configuration not stated)	10%	5%	i	3%	3%	-2%	-2%	-6%
47	CS(=O)(=O)N(CC(=O)NCCSCc1ccccc1Cl)c1ccccc1F	-1%	0%	i	8%	6%	1%	2%	5%
48	CNC(=S)Nc1ccc(C(N)=O)cc1	2%	-1%	i	3%	-11%	-6%	9%	1%
49	CCn1ccc(C(=O)Nc2cccc(Cl)c2)n1	4%	-1%	-35%[inhibitor]	-6%[0.397 µM]	4%	-7%	-10%	-4%

# Some entries already given with just EPAC2 ag and EPAC1 agonist.
entry | mol | EPAC2 ag | EPAC1 agonist
12 | CCC(c1nnnn1Cc1ccco1)N(CCN1CCOCC1)Cc1cc2cc(C)ccc2[nH]c1=O (configuration not stated) | -2% | -5%
13 | O=C(O)CSc1nc2ccc(Br)cc2[nH]1 | 7% | 4%

# Among those listed so far, 8 contain an NH in an aromatic ring.
entry	SMILES	EPAC2 ag	EPAC1 agonist	PTHR1 agonist	TDP-43 yeast inh	EPAC1 antag	aSyn yeast inh	FUS yeast rescue	EPAC2 antagonist
3	COc1ccccc1NS(=O)(=O)c1cc(NC(=O)CCc2nc3ccccc3c(=O)[nH]2)ccc1C	9%	-4%	-43%[inhibitor]	10%	0%	0%	?	3%
12	CCC(c1nnnn1Cc1ccco1)N(CCN1CCOCC1)Cc1cc2cc(C)ccc2[nH]c1=O (configuration not stated)	-2%	-5%	-2%	6%	6%	-7%	29%	6%
13	O=C(O)CSc1nc2ccc(Br)cc2[nH]1	7%	4%	-8%	-7%	-2%	-2%	2%	-8%
14	Cc1cccc(NS(=O)(=O)c2ccc3[nH]c(=O)cc(C(=O)OC(C)C(=O)Nc4ccc([N+](=O)[O-])cc4)c3c2)c1 (configuration not stated)	9%	-5%	i	10%	-1%	-1%	?	-13%
26	O=C(CN1CCN(C(=O)c2ccco2)CC1)N1CCc2[nH]c3ccccc3c2C1	9%	12%	-13%	-9%	10%	0%	8%	-11%
31	O=C(NCCc1nc2ccccc2[nH]1)/C(=C/c1ccc(F)cc1)NC(=O)c1ccco1	3%	3%	i	-2%	-29%	-7%	8%	-9%
33	O=c1c(-c2n[nH]c(=S)n2-c2ccccc2)cccn1Cc1cccc(Cl)c1	3%	7%	-1%	10%	-5%	-2%	11%	-1%
45	CCCc1cc(=O)n2[nH]c(C)c(-c3ccc(OC)cc3)c2n1	8%	-4%	-12%	12%	-28%	2%	1%	-5%

# Bioassay records (PubChem)

# A portion of the library; rates above refer to the full screens.
